Bioassay records: PubChem BioAssay, several laboratories
GLD-1 RNA inh: GLD-1-TGE RNA interaction inhibition (C. elegans); inhibition, % at 5.96 µM; purified GLD-1 + fluorescein TGE RNA, fluorescence polarization; 320,000 compounds, 0.44% hits; Q17339;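 active = percent inhibition above a per-plate cutoff, the plate mean of test compounds plus 3 SD, cut at about 30% in these data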;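 note: 0% = DMSO wells with GLD-1 and probe and 100% = wells lacking GLD-1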
Fam108B counter: counter-screen for RBBP9 inhibitors: inhibitors of mouse Fam108B | recombinant Fam108B, FP-Rh probe fluorescence polarization | inhibition, % at 9.51 µM | 300,000 compounds, 0.33% hits;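 active = inhibition above the screen mean inhibition plus 3 SD, computed separately per campaign, cut at about 18% in these data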;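 note: inhibitors lower polarization as less probe binds the enzyme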
PME-1 primary: PME-1 (human) inhibition. Q9Y570. recombinant PME-1, FP-Rh probe fluorescence polarization. inhibition, % at 5.9 µM. 320,000 compounds, 0.53% hits. AID 2130;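 active = inhibition above the campaign mean of all compounds plus 3 SD, cut at about 26% in these data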;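 note: competitive labeling of PME-1 active site by serine hydrolase directed probe; 0% = PME-1 with DMSO and 100% = wells lacking PME-1 enzyme; inhibitors block probe labeling so polarization falls and inhibition rises; many of its hits are not listed in these tables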
Target sequence (Q9Y570 whole entry, looked up): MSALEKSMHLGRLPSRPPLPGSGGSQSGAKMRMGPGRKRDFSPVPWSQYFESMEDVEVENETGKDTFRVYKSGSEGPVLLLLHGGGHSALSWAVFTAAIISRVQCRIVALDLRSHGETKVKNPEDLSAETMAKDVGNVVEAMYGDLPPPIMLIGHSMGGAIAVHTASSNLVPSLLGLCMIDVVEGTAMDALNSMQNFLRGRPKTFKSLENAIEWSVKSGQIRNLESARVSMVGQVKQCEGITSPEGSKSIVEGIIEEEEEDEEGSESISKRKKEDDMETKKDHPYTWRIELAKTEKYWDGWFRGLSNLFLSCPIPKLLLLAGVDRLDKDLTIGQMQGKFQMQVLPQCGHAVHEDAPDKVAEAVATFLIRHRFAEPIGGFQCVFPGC
MCL1 BIM primary: disrupts human MCL1 binding to BIM-BH3 peptide. Q07820. GST-MCL1 / FITC-Bim-BH3 fluorescence polarization. inhibition, % at 10.9 µM. 320,000 compounds, 0.68% hits;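 active = inhibition above the mean inhibition of all tested compounds plus 3 SD, set per campaign, cut at about 40% in these data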;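 note: 0% = DMSO wells and 100% = unlabeled Bim-BH3 peptide control; higher means more loss of mP so more displacement of Bim peptide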
Bcl-xL primary: inhibitors of human Bcl-xL; inhibition, % at 10.9 µM; AID 2129; GST-Bcl-xL / FITC-Bim BH3 peptide fluorescence polarization; 320,000 compounds, 0.7% hits;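 active = inhibition above the mean of all tested compounds plus 3 SD, cutoff set per campaign, cut at about 30% in these data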;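 note: 0% = DMSO wells and 100% = unlabeled Bim-BH3 peptide competitor; inhibitors lower millipolarization by displacing the labeled peptide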
Target sequence (Q07817 whole entry, looked up): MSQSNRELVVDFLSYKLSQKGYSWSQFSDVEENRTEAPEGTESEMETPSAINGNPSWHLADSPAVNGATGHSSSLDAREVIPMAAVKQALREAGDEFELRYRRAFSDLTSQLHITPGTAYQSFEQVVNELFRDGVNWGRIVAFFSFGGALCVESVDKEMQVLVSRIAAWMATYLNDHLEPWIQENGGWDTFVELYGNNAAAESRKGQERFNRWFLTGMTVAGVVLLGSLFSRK
GSTO1 counter: counter-screen for RBBP9 inhibitors: inhibitors of human GSTO1. inhibition, % at 5.96 µM. P78417. 300,000 compounds, 1.1% hits. recombinant GSTO1, activity-based probe fluorescence polarization. AID 1974;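 active = inhibition above the campaign mean inhibition plus 3 SD, cut at about 35% in these data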;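 note: 0% = GSTO1-1 with DMSO and 100% = wells lacking GSTO1-1 enzyme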
Target sequence (P78417 whole entry, looked up): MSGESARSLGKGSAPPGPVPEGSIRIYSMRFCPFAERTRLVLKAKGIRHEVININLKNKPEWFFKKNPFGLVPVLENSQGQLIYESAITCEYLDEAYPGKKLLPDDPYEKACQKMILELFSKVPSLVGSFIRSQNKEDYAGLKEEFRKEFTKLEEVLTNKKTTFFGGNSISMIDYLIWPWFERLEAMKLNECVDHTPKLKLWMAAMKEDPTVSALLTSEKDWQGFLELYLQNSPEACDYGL
TPT1 inhibitor: blocks Candida albicans tRNA 2'-phosphotransferase; inhibition, % at 5 µM; 300,000 compounds, 0.81% hits; recombinant caTPT1, FP RNA substrate dephosphorylation;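 active = inhibition above the mean of all tested compounds plus 3 SD, set per screening campaign, cut at about 24% in these data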;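 note: plate controls were DMSO alone for no effect and ferristatin control at 100 nM for full effect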
PAD4 FP inh: inhibitors of human PAD4. 330,000 compounds, 0.41% hits. recombinant PAD4, RCA probe fluorescence polarization. inhibition, % at 6.36 µM. Q9UM07;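 active = percent inhibition above a cutoff equal to the mean of all tested compounds plus 3 SD, cut at about 15% in these data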;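 note: 0% = PAD4 with RCA probe and DMSO and 100% = probe without PAD4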
MEX-5 binding: C. elegans MEX-5 TCR-2 RNA binding activity; Q9XUB2; MEX-5/FITC-TCR2 RNA binding, fluorescence polarization; hits give low values; activity score (negative = inhibition of binding), % at 10 µM; 300,000 compounds, 0.38% hits;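 active = inhibition past about -25% in most replicates, and total fluorescence under double the plate's negative control median, limit read from the data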;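 note: 0% = DMSO and -100% = 5 µM competing unlabeled TCR2 RNA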
* = called active by the depositor; · = not tested or not shown; + = active, no number.

SMILES	GLD-1 RNA inh	Fam108B counter	PME-1 primary	MCL1 BIM primary	Bcl-xL primary	GSTO1 counter	TPT1 inhibitor	PAD4 FP inh	MEX-5 binding
COc1ccc(C(=O)OCC(=O)NCc2ccccc2)c(OC)c1OC	13	2	5	5	5	6	0	-5	-1.8
CCC(C(=O)O)n1c2ccccc2c2cn[nH]c(=O)c21 (stereo not drawn)	-5	2	0	11	11	3	1	-3	0.5
NCCC(=O)N1c2ccccc2Sc2ccc(Cl)cc21	0	9	-2	12	6	8	-2	4	0.8
Cc1cccc(C)c1NC(=O)COC(=O)CCC(=O)c1cccs1	8	-5	4	-8	-3	0	3	-2	0.5
COc1ccc(OC)c(S(=O)(=O)NCc2ccccc2)c1	3	1	9	-2	-5	-3	-1	-6	-0.1
CCSC1(SCC)N=C(N)C2(C#N)C(c3ccccc3)NC3=C(CCC3)C12C#N (stereo not drawn)	50*	2	6	26	27	4	-7	3	-0.1
COn1c(=O)c(-c2cccs2)[n+]([O-])c2ccccc21	24	-5	1	7	13	13	-6	-5	3.6
CC(C)CCn1c(SCc2ccc(Cl)cc2)nc2c1c(=O)[nH]c(=O)n2C	-9	3	4	3	3	1	-1	-4	-1.6
O=C1c2cc(F)ccc2-n2c1nc1ccccc1c2=O	-8	0	2	4	8	35*	1	-8	-33*
CCc1ccc(NC(=O)Nc2cnccn2)cc1	2	-7	-13	-6	4	5	-3	-3	1.7
O=C(Nc1c(C(=O)O)oc2ccc(Br)cc12)c1ccccc1	-3	-13	-15	0	4	-75	-3	-6	-0.2
CCOc1ncccc1C(=O)Nc1ccccc1C(=O)NCc1ccc2c(c1)OCO2	1	-3	-6	1	1	2	-1	3	1.6
CN(CC(=O)Nc1ccccc1Br)C(=O)COc1cccc2c1OC(C)(C)C2	1	2	-5	-12	5	7	2	3	-3.5
CCOC(=O)C(C)n1cnc2scc(-c3ccc(C)cc3)c2c1=O (stereo not drawn)	-1	0	-3	1	5	-1	-1	-3	1.4
COc1cc(/C=N/NC(=O)Cn2nnc3ccccc32)ccc1O	2	0	5	15	1	1	1	-1	-2.6
Nc1ccc2nc3c(=O)n(CCc4ccccc4)c(=O)[nH]c3nc2c1	191*	6	39*	+	181*	11	-39	14	-52*
Cc1ccc(C)c(-n2c(-c3ccco3)n[nH]c2=S)c1	1	-3	-3	-6	-4	2	-5	5	·
Cc1cccc(C)c1NC(=O)c1cc(-c2ccccn2)nc2ccccc12	-1	5	-1	-2	5	6	-3	1	-0.3
CCN1CCN(C(CNC(=O)c2ccc3c(c2)OCO3)c2cccnc2)CC1 (stereo not drawn)	5	3	-11	5	5	-1	-3	2	-1.5
O=C(N=C1SC2CS(=O)(=O)CC2N1c1ccc(Br)cc1)C1CCCO1 (stereo not drawn)	2	0	3	-3	3	1	1	2	2.5
CCOC(=O)c1sc(NC(=O)C2CC2)cc1C	8	4	-1	-4	1	-2	2	-1	0.6
O=C(NCCCn1ccnc1)/C(=C\c1cccnc1)NC(=O)c1ccco1	4	-1	3	5	4	-8	-1	-3	-0.2
COc1cc(C(=S)N2CCOCC2)cc(OC)c1OC	-1	1	-4	2	3	10	2	4	·
O=C(NN=C1CCCC1)c1cc(Cl)cc(Cl)c1O	-4	14	10	9	14	-43	0	-6	-0.6

2 of these compounds, reformatted:
Values run as follows: GLD-1 RNA inh | Fam108B counter | PME-1 primary | MCL1 BIM primary | Bcl-xL primary | GSTO1 counter | TPT1 inhibitor | PAD4 FP inh | MEX-5 binding
> O=C(N=C1SC2CS(=O)(=O)CC2N1c1ccc(Br)cc1)C1CCCO1 (stereo not drawn)
 : 2 | 0 | 3 | -3 | 3 | 1 | 1 | 2 | 2.5
> CCOC(=O)c1sc(NC(=O)C2CC2)cc1C
 : 8 | 4 | -1 | -4 | 1 | -2 | 2 | -1 | 0.6

New compounds follow.
SMILES	GLD-1 RNA inh	Fam108B counter	PME-1 primary	MCL1 BIM primary	Bcl-xL primary	GSTO1 counter	TPT1 inhibitor	PAD4 FP inh	MEX-5 binding
CCCNc1nc2ccccc2c(=O)[nH]1	-2	6	-7	2	0	3	2	-5	1.3
CC1CCc2sc(C(=O)NCc3ccc(F)cc3)cc2C1 (stereo not drawn)	1	9	-2	-2	4	0	-1	5	-1.9
CCOC(=O)N1CCN(C(=O)c2ccccc2NC(C)=O)CC1	-3	1	-5	-6	7	8	-4	-2	1.7
CCCN(CCC)S(=O)(=O)c1ccc(C(=O)Nc2nc(-c3ccccc3)c(C(=O)OCC)s2)cc1	3	-3	1	1	1	7	-2	3	0.1
COC(=O)c1ccc(NC(=O)C2CCN(C(=O)c3cc(OC)c(OC)c(OC)c3)CC2)cc1	1	-3	-4	-9	-13	-4	2	2	1.1
Cc1ccc(CNC(=O)c2ccccc2NC(=O)C2=CSCCO2)cc1	4	2	2	3	7	2	-1	0	-1.8
CCCN1C(=O)/C(=C/c2ccc(N3CCCC3)c(C)c2)NC1=S	-95	-3	21	-47	-7	-8	134*	-26	11
Cc1ccc(C2c3c(C)nn(-c4ccc([N+](=O)[O-])cc4)c3N=C3C(=O)Nc4ccccc4N32)cc1 (stereo not drawn)	1	-21	-20	6	17	7	3	-4	0.4
COc1cccc(C(=O)Nc2ccc(F)cc2F)c1	12	6	-1	4	2	15	-2	-3	-2.2
Cc1cccc(NC(=S)NNc2cccc(Cl)c2)c1	-1	0	2	15	7	22	2	-8	-1.3
CCc1ccc(-n2c(SCC(=O)Nc3ccc(C(=O)O)cc3)nnc2-c2ccncc2)cc1	-4	0	-2	2	-1	-2	-1	1	2.1
Cc1c(C)c2c(OCC(=O)NCc3cccnc3)cc3c(c2oc1=O)CCC(C)(C)O3	-2	0	1	-5	-4	-1	-2	3	0.2
Cc1ccccc1NC(=O)NC(N)=O	2	1	-4	-2	3	6	-4	-1	1.2
O=S(=O)(c1ccc(Br)cc1)c1cnc2ccccc2n1	3	0	-2	1	3	-3	4	1	1.2
Cc1ccc(C(=O)O)cc1N1CCCC1=O	0	1	5	2	10	-2	2	-4	1.3
CCC(O)CNc1nc(SC)nc2sc3c(c12)CCN(C)C3 (stereo not drawn)	-4	3	-6	14	12	4	3	-2	-3.4
Cc1nnc(SCC(=O)N2CC(=O)Nc3ccccc32)n1-c1ccccc1	-7	3	3	-7	-1	-1	-7	1	2.1
CN(C(=O)COC(=O)c1cccc(NS(=O)(=O)c2ccc(F)c(F)c2)c1)C1CCS(=O)(=O)C1 (stereo not drawn)	-1	-3	10	8	0	6	-2	-2	0.5
NC(=O)c1ccccc1NC(=O)N1CCOCC1	9	1	-1	-2	-6	8	0	-1	-2.8
COC(=O)c1cccc(CSC(=S)N2CCCC2)c1	-1	-2	-6	0	-2	4	-3	-2	0.9
Cc1ccc(SCC(=O)N/N=C/c2ccco2)cc1	6	-5	-6	-3	-1	3	-3	0	-0.2
CN(Cc1ccccc1)C(=O)C1CCN(S(C)(=O)=O)CC1	4	-3	6	-2	-3	5	9	-7	·
COC(=O)[C@@H]1C[C@@]2(O)[C@@H](O)[C@@H](O)[C@@H](O)C[C@H]2N1CC1CCCCC1	-1	7	-5	5	0	5	-1	-1	0.3
COc1cc(CN2CCC(Oc3cc(C(=O)NC4CC4)ccc3OC)CC2)cc(OC)c1	-3	2	-2	-4	5	-7	-2	-7	·
CCOc1ccccc1N(CC(=O)Nc1ccccc1C(=O)N1CCOCC1)S(C)(=O)=O	-3	-5	-1	-7	-3	-4	0	-3	1.2
CCN1CCN(c2cc(C)c3cc(NC(=O)CCC(=O)Nc4ccc(OC)c(OC)c4)ccc3n2)CC1	-1	-3	-7	8	1	8	2	-1	1.0
C=CCn1nc2ccccc2c1OCCO	2	-2	-4	-4	0	4	0	-7	-2.1
CO/C=C\C=C/c1nnn(-c2ccc(Cl)cc2)n1	-6	-3	8	2	-1	-5	2	-15	0.5
CCOC(=O)c1cc(-c2cccnc2)nn1-c1ccccn1	6	2	-4	8	9	6	0	5	-1.3
O=C(CCN1CCOCC1)Nc1cccc(Br)c1	2	2	6	2	-1	0	0	2	-2.7
COc1ccccc1-c1cc(C(=O)N2CCCCC2)no1	1	1	1	-6	-2	0	-2	-2	-0.7
Cc1[nH]c2ccc(F)cc2c1CCN(Cc1cccnc1)C(=S)Nc1cccc(F)c1	-1	4	9	6	4	8	-4	-1	0.6
COc1ccccc1NC(=O)CSc1nnc(CNC(=O)c2ccco2)o1	5	-2	-3	-5	1	5	5	-1	-0.2
COc1cc(/C=C(\C#N)C(=O)NCC2CCCO2)ccc1OCCC(C)C (stereo not drawn)	5	1	-4	0	0	-8	0	4	0.2
Cc1ccc(OCC(=O)NC(=S)Nc2cccc(NC(=O)c3ccccc3Cl)c2)cc1	3	-1	-3	3	2	-2	-2	-5	-1.3
O=C(COc1ccccc1[N+](=O)[O-])Nc1ccc2c(c1)OCO2	1	2	4	3	6	6	-2	2	3.5

In another format: results already given
| structure | GLD-1 RNA inh | Fam108B counter | PME-1 primary | MCL1 BIM primary | Bcl-xL primary | GSTO1 counter | TPT1 inhibitor | PAD4 FP inh | MEX-5 binding |
| --- | --- | --- | --- | --- | --- | --- | --- | --- | --- |
| Cc1[nH]c2ccc(F)cc2c1CCN(Cc1cccnc1)C(=S)Nc1cccc(F)c1 | -1 | 4 | 9 | 6 | 4 | 8 | -4 | -1 | 0.6 |
| O=C(CCN1CCOCC1)Nc1cccc(Br)c1 | 2 | 2 | 6 | 2 | -1 | 0 | 0 | 2 | -2.7 |
| Cc1ccc(OCC(=O)NC(=S)Nc2cccc(NC(=O)c3ccccc3Cl)c2)cc1 | 3 | -1 | -3 | 3 | 2 | -2 | -2 | -5 | -1.3 |
| CCOc1ccccc1N(CC(=O)Nc1ccccc1C(=O)N1CCOCC1)S(C)(=O)=O | -3 | -5 | -1 | -7 | -3 | -4 | 0 | -3 | 1.2 |
| COc1ccccc1NC(=O)CSc1nnc(CNC(=O)c2ccco2)o1 | 5 | -2 | -3 | -5 | 1 | 5 | 5 | -1 | -0.2 |

The list is partial. The share of hits here may be higher or lower than overall.
